Bioassay records: PubChem BioAssay, Sanford-Burnham Center for Chemical Genomics
Mac1 fbg enh = increases human CD11b/CD18 adhesion to fibrinogen. K562 CD11b/CD18 adhesion to fibrinogen, ATPlite luminescence. activation, % at 10 µM. AID 1499. 0.07% of 93,000 active;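 active = 10 µM primary screen giving 50% or more activity, confirmed by 40% or more on retest at that dose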; note: strong numbers were not always called active; reference of the scale not given here
Target sequence (P05107 whole entry, looked up, other chains not shown): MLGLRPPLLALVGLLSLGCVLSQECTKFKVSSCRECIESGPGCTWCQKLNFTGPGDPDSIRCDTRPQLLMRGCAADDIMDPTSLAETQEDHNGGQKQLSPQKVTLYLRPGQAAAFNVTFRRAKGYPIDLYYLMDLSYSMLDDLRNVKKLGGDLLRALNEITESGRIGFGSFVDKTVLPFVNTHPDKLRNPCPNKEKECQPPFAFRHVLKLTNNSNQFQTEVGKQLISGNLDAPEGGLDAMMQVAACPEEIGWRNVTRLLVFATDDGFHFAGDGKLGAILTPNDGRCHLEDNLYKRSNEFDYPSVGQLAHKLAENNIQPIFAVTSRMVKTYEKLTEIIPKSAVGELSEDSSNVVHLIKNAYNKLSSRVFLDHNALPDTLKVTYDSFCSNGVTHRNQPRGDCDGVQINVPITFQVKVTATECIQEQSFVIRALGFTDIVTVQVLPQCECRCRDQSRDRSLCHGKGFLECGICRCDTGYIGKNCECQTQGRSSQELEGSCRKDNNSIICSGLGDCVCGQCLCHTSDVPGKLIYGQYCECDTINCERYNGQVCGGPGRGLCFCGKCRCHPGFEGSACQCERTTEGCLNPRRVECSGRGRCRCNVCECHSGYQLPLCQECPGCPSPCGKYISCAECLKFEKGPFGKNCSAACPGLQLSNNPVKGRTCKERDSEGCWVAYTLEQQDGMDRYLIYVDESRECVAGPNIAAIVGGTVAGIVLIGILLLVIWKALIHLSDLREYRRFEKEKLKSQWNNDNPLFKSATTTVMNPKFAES
CD11b adhes inh = blocks human CD11b/CD18 adhesion to fibrinogen. P05107+P11215. K562 CD11b/CD18 adhesion to fibrinogen, ATPlite luminescence; Mn2+ added to activate the integrin. inhibition, % at 10 µM. 0.54% of 93,000 active. AID 1497;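 active = primary inhibition of 50% or more at 10 µM, then 40% or more on retest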; note: some results filed as inactive read as strong as hits
The depositor's hits bear a star.

CD11b adhes inh	Mac1 fbg enh	compound
25	0	Cc1ccc(C)c(CS(=O)(=O)c2cn(CC(=O)N3CCC(C)CC3)c3ccccc23)c1
19	-1	COC(=O)c1ccc(NC(=S)NCCc2ccccc2C)cc1
32	-3	COC(=O)c1ccc(/C=C/c2ccc3cccc(OC(C)=O)c3n2)cc1
18	8	CCOC(=O)Cc1c(Sc2ccccc2)c2ccccc2n1C
31	0	Cn1nnc(NC(=S)NC(=O)c2ccco2)n1
101	-6	CCc1ccc(NC(=O)COC(=O)C2(c3ccc(Cl)cc3)CCCC2)cc1
1	0	CN(C)S(=O)(=O)c1ccc(NC(=O)CSc2ncnc3ccccc23)cc1
8	24	COc1ccc(C(Nc2ccccn2)c2c(NC(=O)c3ccco3)sc(C)c2C)cc1 (stereo not drawn)
9	0	COc1ccccc1/C=C/C=N/NC(=O)CN1CCN(S(=O)(=O)c2ccc(C)cc2)CC1
29	1	C(=N\Nc1nc(-c2ccccc2)cs1)/c1ccco1
-7	2	CCC(=O)NC(/C=C/c1ccccc1)c1cc([N+](=O)[O-])c2cccnc2c1O (stereo not drawn)
8	1	O=C(Nc1ccccc1OC(=O)c1ccc(Cl)cc1)c1ccc(Cl)cc1
18	13	CC1(C)Cc2ccccc2C(N/N=C/c2ccc(Cl)cc2)=N1
101	-6	O=C(Nc1nnc(C2CC2)s1)c1ccc(Cl)c(S(=O)(=O)N2CCc3ccccc3C2)c1
0	1	CCCCCCn1nc(C(=O)Nc2nc3c(s2)CCCC3)c2ccccc2c1=O
32	0	O=C(COC(=O)c1ccccc1Sc1ccc(C(F)(F)F)cc1[N+](=O)[O-])NC(=O)NC1CCCC1
101*	-10	Fc1ccc(NC(=S)Nc2ccccc2OC(F)F)cc1Cl
-10	-2	CN(Cc1ccccc1)c1nc(-c2cccc([N+](=O)[O-])c2)nc2ccccc12
13	24	Cc1ccc(-c2cc(C(=O)N/N=C/c3c(C)nn(-c4ccccc4)c3C)n[nH]2)s1
4	-4	CCOC(=O)C1C(=O)C=C(c2cccs2)CC1c1ccccc1C (stereo not drawn)
0	-4	CC1CCc2c(sc(NC(=O)CSc3nc4c(c(C(F)(F)F)n3)CCc3ccccc3-4)c2C(N)=O)C1 (stereo not drawn)
-3	7	C/C(=N/NC(=O)CNC(=O)COc1ccccc1)c1ccco1
22	0	COc1ccc(C2=NN(C(=O)CSc3ncccn3)C(c3ccc(OC)cc3)C2)cc1 (stereo not drawn)
1	6	CCOc1cc(NC(=S)NCC(C)C)c(OCC)cc1NC(=O)c1ccco1
14	22	COc1ccc2nc(SCc3ccccc3C)nc(C)c2c1
20	8	Cc1cc(-c2csc(N)n2)c(C)n1-c1ccc(Cl)c(Cl)c1
23	8	CCNC(=O)/C(C#N)=C/c1c(N(Cc2ccccc2)Cc2ccccc2)nc2ccccn2c1=O
10	11	C=C(C(=O)c1ccccc1)C(C)CC(=O)c1ccccc1 (stereo not drawn)
0	0	COCCN(C(=S)Nc1ccc(OC)cc1)C(C)c1cccs1 (stereo not drawn)
-4	-2	CCOC(=O)Cc1csc(N/C(=N/S(=O)(=O)c2ccc(F)cc2F)c2ccccc2)n1
98	-7	S=C(Nc1ccccc1Oc1ccccc1)Nc1cccc(Cl)c1Cl
-5	-4	O=C(NCCN1CCOCC1)c1cc(Cl)ccc1[N+](=O)[O-]
6	8	COc1ccc(-c2csc3ncnc(Oc4cccc5ccc(C)nc45)c23)cc1
18	1	CC1(C)CC2CC(C)(CN2C(=O)COC(=O)CNC(=O)c2ccc(Cl)c(Cl)c2)C1 (stereo not drawn)
35	-2	Cc1cc(/C=C2/SC(=O)N(CC(=O)N3CCOCC3)C2=O)c(C)n1-c1ccccc1F
2	0	Cc1cccc(NC(=O)CO/N=C/c2ccc3c(c2)OCO3)c1
-16	0	CC(C)c1ccc(N(C(=O)c2cc3ccccc3oc2=O)C2C=CS(=O)(=O)C2)cc1 (stereo not drawn)
8	6	Cc1ccc(-c2cc(C(=O)OCC(=O)Nc3ncc(C(F)(F)F)cc3Cl)c3ccccc3n2)cc1
11	0	CC(C)c1ccccc1NC(=O)COC(=O)Cc1ccsc1
2	-1	O=C(CNS(=O)(=O)c1ccc(Cl)cc1)OCC(=O)N1CCCc2ccccc21
104*	-8	O=[N+]([O-])c1ccc(O)c(/C=N/n2cnc3ccccc32)c1
14	0	C=CCOc1c(Br)cc(CNc2ccc(NC(=O)C(C)C)cc2)cc1OCC
15	1	CC(=O)/C(=N\Nc1ccc(Cl)cc1)Sc1nnc(-c2ccccc2)n1-c1ccccc1
-7	11	O=C(OCC(=O)N1CCCc2ccccc21)c1ccc(Cl)nc1
-1	2	CC(C)(C)C(=O)NNc1nc(-c2ccccc2)c2cc(Br)ccc2n1
-5	122	Nc1c(C(=O)Nc2cccc(Cl)c2Cl)sc2nc(-c3cccnc3)ccc12
-6	-2	O=C(CSc1nnc(SCc2ccccc2)s1)N/N=C/C=C\c1ccco1
10	0	Cc1noc(C)c1CN(C(=S)NC(C)C)c1ccccc1
30	5	Cc1ccccc1CN(C)CC(=O)Nc1ccccc1-c1ccccc1
3	2	COC(=O)c1c(C)[nH]c(C(=O)/C=C/c2cccc(Cl)c2)c1C
2	3	CCOC(=O)C1=C(C)N(C)C(=S)NC1c1ccccc1 (stereo not drawn)
53	-5	Cc1ccc(C)c(NC(=S)NNC(=O)c2cc3c(s2)CCC(C)C3)c1 (stereo not drawn)
4	8	CC(C)COC(=O)/C(C#N)=C/c1c[nH]c2ccccc12
0	6	CCc1ccc(/C=C2/C(=O)N(c3ccccc3)C(=S)N2CC(=O)OC)s1
6	6	CC(O)CNc1nc2sc3c(c2c(=O)n1CCc1ccccc1)CCCCC3 (stereo not drawn)
5	4	CCOc1ccc(S(=O)(=O)c2c(C(=O)c3ccccc3)cnc3cc4c(cc23)OCCO4)cc1
11	-2	Cc1ccc(NC(=O)COC(=O)/C=C/c2cccc(Cl)c2)cc1S(=O)(=O)N1CCOCC1
-10	6	CCc1nnc(NC(=O)/C=C/c2ccco2)s1
37	-2	CCn1c(C)cc(/C=C2/SC(=S)NC2=O)c1C
38	-1	N#CC1(c2ccc(NC(=O)c3ccccc3F)cc2)CCCC1

Single records, from the list above. Values in the order: CD11b adhes inh	Mac1 fbg enh
N#CC1(c2ccc(NC(=O)c3ccccc3F)cc2)CCCC1 in the list: 38	-1
O=[N+]([O-])c1ccc(O)c(/C=N/n2cnc3ccccc32)c1 in the list: 104*	-8
O=C(CSc1nnc(SCc2ccccc2)s1)N/N=C/C=C\c1ccco1 in the list: -6	-2

Copied from the list.
Cn1nnc(NC(=S)NC(=O)c2ccco2)n1 @ Mac1 fbg enh = 0
CN(Cc1ccccc1)c1nc(-c2cccc([N+](=O)[O-])c2)nc2ccccc12 @ CD11b adhes inh = -10

Going on with the list.
CD11b adhes inh	Mac1 fbg enh	compound
-6	0	Brc1ccc(-n2cc(-c3ccccc3)c3c(NN4CCOCC4)ncnc32)cc1
8	4	O=C(COc1ccccc1)NCc1nnc2c3ccccc3c(-c3ccccc3)nn12
4	38	CCOC(=O)c1c(NC(=O)CN2CCCc3ccccc32)sc(C(C)=O)c1C
11	-4	CCCCN(C(=O)CC(c1ccccc1)c1ccccc1)c1c(N)n(CCC)c(=O)[nH]c1=O
6	44	C/C(=N\NC(=O)c1nn(C)c(C)c1Br)c1ccc(NC(=O)c2ccccc2F)cc1
1	7	Cc1cc(C)c(C)c(C(=O)COC(=O)CNC(=O)CN2C(=O)c3ccccc3C2=O)c1C
16	0	COc1ccc(C(=O)NC(=S)Nc2ccc(N3CCCC3)cc2)cc1OC
-10	6	N#Cc1ccc(OCC(=O)OCC(=O)NCCC2=CCCCC2)cc1
4	-2	CCCn1c(C)cc(C(=O)COc2ccc(C)nc2[N+](=O)[O-])c1C
-7	-2	COc1ccc(NC(=S)N2CCN(Cc3ccco3)CC2)c(OC)c1
12	0	Cc1cccc(C(C)C)c1NC(=O)C1CN(S(=O)(=O)c2ccccc2)CCN1S(=O)(=O)c1ccccc1 (stereo not drawn)
31	-2	O=C(N/N=C\c1cccc(Cl)c1)c1n[nH]c2c1CCCC2
-13	1	COc1cc(NC(=O)COC(C)=O)c(C)cc1[N+](=O)[O-]
10	2	CCOC(=O)/C(=N\Nc1ccc(Cl)cc1)Sc1nnc(-c2ccc(OC)cc2)n1C
8	-5	CC(C)C(NC(=O)c1ccccc1)C(=O)OCc1cc([N+](=O)[O-])cc2c1OCOC2 (stereo not drawn)
-5	6	CN(C)CCN(C(=O)c1cccc(Cl)c1)c1nc2c(Cl)cccc2s1
-16	40	Cc1cccc(C)c1NCc1nnc(SCC(=O)Nc2nc(-c3ccccc3)cs2)n1-c1ccccc1
6	-1	COc1ccc(CN2C(=O)CC(Cc3ccc(C)cc3)C2=O)cc1OC (stereo not drawn)
18	43	Cc1nnn(-c2nonc2N)c1C(=O)N/N=C/c1cccc2ccccc12
99	-8	CCCCCCc1cc2cc(S(=O)(=O)c3ccc(F)c(Cl)c3)c(=O)oc2cc1O
4	-6	O=C(CCC(=O)c1ccc(Oc2ccccc2)cc1)Nc1cccc(Cl)c1
99	-9	Cc1cc(C(=O)Cn2nnc(-c3ccc(Cl)cc3)n2)c(C)n1-c1ccccc1
-17	4	COc1ccccc1OCCC(=O)OCC(=O)Nc1cccc(Br)c1
27	2	Nc1nc(CSc2nc3ccccc3s2)nc(Nc2ccccc2)n1
-5	54	COCCn1c(=NC(=O)c2nc3ccccc3s2)sc2cc(S(C)(=O)=O)ccc21
16	8	COc1ccc(Cl)cc1NC(=O)COC(=O)C(CC(C)C)N1C(=O)C2CC=CCC2C1=O (stereo not drawn)
36	-3	CCOC(=O)c1c(-c2ccc(C)cc2)csc1NC(=O)CCSc1nnc2ccccn12
9	4	C/C(=N/NC(=O)CN1CCN(Cc2ccccc2Cl)CC1)c1ccncc1
-13	-1	O=C(Nc1nnc(-c2ccccn2)o1)c1cccc(Br)c1
17	-1	CCn1c(/N=C/c2ccccc2NS(=O)(=O)c2ccc(C)cc2)nc2ccccc21
25	-3	COC(=O)c1ccc(CSc2nc3ccc(S(=O)(=O)N4CCOCC4)cc3[nH]2)cc1
-8	0	Cc1cc[n+](-c2nc3ccccc3nc2[N-]S(=O)(=O)c2ccccc2)cc1
-2	1	COCCCNC(=S)NNC(=O)c1csc2ccccc12
4	0	CCOC(=O)C1CCCN(C(=S)Nc2cccc(Cl)c2C)C1 (stereo not drawn)
-12	6	Cc1cccc(NC(c2ccc(C)s2)c2ccc3ccc(C)nc3c2O)n1 (stereo not drawn)
2	4	O=C(CSc1nc2cc([N+](=O)[O-])ccc2n1-c1ccccc1)NCc1ccc2c(c1)OCO2
-4	0	O=C1/C(=C/c2cccs2)Cc2ccccc21

Fetched by structure from the list above (4):
CD11b adhes inh	Mac1 fbg enh	compound
25	-3	COC(=O)c1ccc(CSc2nc3ccc(S(=O)(=O)N4CCOCC4)cc3[nH]2)cc1
9	4	C/C(=N/NC(=O)CN1CCN(Cc2ccccc2Cl)CC1)c1ccncc1
-8	0	Cc1cc[n+](-c2nc3ccccc3nc2[N-]S(=O)(=O)c2ccccc2)cc1
16	8	COc1ccc(Cl)cc1NC(=O)COC(=O)C(CC(C)C)N1C(=O)C2CC=CCC2C1=O (stereo not drawn)

A run of entries of the results above:
CD11b adhes inh	Mac1 fbg enh	compound
25	-3	COC(=O)c1ccc(CSc2nc3ccc(S(=O)(=O)N4CCOCC4)cc3[nH]2)cc1
-8	0	Cc1cc[n+](-c2nc3ccccc3nc2[N-]S(=O)(=O)c2ccccc2)cc1
-2	1	COCCCNC(=S)NNC(=O)c1csc2ccccc12
4	0	CCOC(=O)C1CCCN(C(=S)Nc2cccc(Cl)c2C)C1 (stereo not drawn)
-12	6	Cc1cccc(NC(c2ccc(C)s2)c2ccc3ccc(C)nc3c2O)n1 (stereo not drawn)
2	4	O=C(CSc1nc2cc([N+](=O)[O-])ccc2n1-c1ccccc1)NCc1ccc2c(c1)OCO2
-4	0	O=C1/C(=C/c2cccs2)Cc2ccccc21

This is a subset. The share of hits here may be higher or lower than overall.
